Bioassay records from PubChem BioAssay.
Shn3 3UTR inh: reduces Shn3 3'UTR luciferase signal in osteoblasts; 0.52% of 360,000 active; AID 588674; Clone20 osteoblast Shn3 3'UTR firefly luciferase, 24 h; inhibition, % at 12.5 µM;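 active means mean inhibition of at least 75% with every replicate also reaching 75%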;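 further: 0% = median of neutral control wells and 100% = pilot-screen positive control compound; some compounds past the cut are filed as inactive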
NR2E3 ag-1: human photoreceptor-specific nuclear receptor agonism. CHO-S Gal4-NCOR/VP16-NR2E3 two-hybrid, luciferase. 0.35% of 360,000 active. Q9Y5X4. inhibition of corepressor binding, % at 3.98 µM. AID 602229;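 active means inhibition above the mean of all tested compounds plus 3 SD, cut at about 70% in these data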;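 further: 0% = DMSO with NR2E3 transfected cells and 100% = cells lacking NR2E3 construct; higher means lower luciferase signal from less NR2E3 corepressor binding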
Target sequence (Q9Y5X4 whole entry, looked up, the tested form may be a part): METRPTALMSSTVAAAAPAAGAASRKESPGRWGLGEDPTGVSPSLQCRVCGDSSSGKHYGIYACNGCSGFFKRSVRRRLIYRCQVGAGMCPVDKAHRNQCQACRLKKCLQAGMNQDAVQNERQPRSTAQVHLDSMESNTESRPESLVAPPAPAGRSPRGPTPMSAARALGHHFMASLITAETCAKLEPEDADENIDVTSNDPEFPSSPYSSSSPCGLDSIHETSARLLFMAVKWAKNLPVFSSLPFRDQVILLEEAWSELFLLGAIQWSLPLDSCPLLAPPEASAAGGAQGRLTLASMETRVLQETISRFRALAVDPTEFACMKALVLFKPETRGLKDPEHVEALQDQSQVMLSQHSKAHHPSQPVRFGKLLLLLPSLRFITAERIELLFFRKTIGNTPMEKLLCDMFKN
CaV13 FRET inh: Disruptors of the CACNA1D IQ motif to Ca2+-dependent inactivation inhibitor domain association, primary screening, Förster resonance energy transfer in intact living … | HEK cells, CFP/YFP FRET ICDI-IQ, plate reader, 10 min; percent FRET-ratio fall versus neutral wells | inhibition, % at 12.3 µM | 0.098% of 340,000 active | AID 743397;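 active means mean replicate inhibition of at least 30% and at least 1% of replicates passing that level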;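 further: 0% = median of the neutral control wells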
m5-HT2A agonist: agonists of mouse serotonin 5-HT2A receptor (HTR2A); CHO-K1 mHTR2A beta-arrestin complementation, luminescence; percent of 30 µM serotonin response; activation, % at 7.6 µM; 0.66% of 360,000 active;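 active means activation above a run cutoff, the mean activation of all tested compounds plus 3 SD, cut at about 14% in these data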;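 further: 0% = plate median of compound wells and 100% = 30 µM serotonin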
Target sequence (P35363 whole entry, looked up): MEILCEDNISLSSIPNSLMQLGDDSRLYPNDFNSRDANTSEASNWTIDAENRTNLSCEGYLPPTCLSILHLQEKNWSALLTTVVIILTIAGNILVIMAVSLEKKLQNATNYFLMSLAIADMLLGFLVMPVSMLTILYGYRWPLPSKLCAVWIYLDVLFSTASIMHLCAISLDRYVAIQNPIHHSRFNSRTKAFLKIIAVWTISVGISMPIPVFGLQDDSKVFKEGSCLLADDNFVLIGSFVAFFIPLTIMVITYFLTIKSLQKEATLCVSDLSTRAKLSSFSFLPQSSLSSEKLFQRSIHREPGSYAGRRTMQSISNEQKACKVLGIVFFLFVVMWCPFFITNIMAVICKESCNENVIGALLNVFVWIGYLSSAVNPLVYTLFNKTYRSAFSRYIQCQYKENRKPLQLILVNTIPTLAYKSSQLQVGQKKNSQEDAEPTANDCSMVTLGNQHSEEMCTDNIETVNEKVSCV
HIF-2a inh: inhibitors of HIF-2a. inhibition, % at 18.8 µM. 786-0 RCC cells HIF-2a reporter, luciferase luminescence, overnight. 0.72% of 360,000 active;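 active means inhibition of the luminescence signal of 40% or more relative to plate controls, in a single-dose primary screen at 18.75 µM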
NR2E3 ag-2: agonists of human nuclear receptor NR2E3. GST-NR2E3/biotin-RetCOR TR-FRET, 1536-well. inhibition of corepressor binding, % at 4.78 µM. AID 2300. 0.12% of 320,000 active;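 active means percent inhibition above the cutoff of mean plus 3 SD of all tested compounds, set per screening campaign, cut at about 20% in these data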;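 further: 0% = DMSO wells and 100% = biotin wells as full block of FRET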
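system = GST-tagged NR2E3 plus biotinylated RetCOR corepressor | input = 1.35 nM GST-NR2E3 | also added = 7 nM biotin-RetCOR | schedule = 5 h incubation at 4 °C | measured by = TR-FRET with europium anti-GST and streptavidin-D2, 340 nm excitation | read-out = percent loss of FRET ratio relative to control wells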
MITF TRPM1 inh: inhibitors of MITF-driven TRPM1 promoter in melanoma cells | SK-MEL-5 TRPM1 promoter luciferase, 24 h | inhibition, % at 12.5 µM | 0.83% of 330,000 active;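 active means mean inhibition across replicates of 60% or more, whatever share of single replicates reaches that level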; further: values of inactives mirror those of a sister screen read the other way
iPSC survival up: enhancers of human iPSC single-cell survival | survival enhancement, % at 20 µM | hiPSC single-cell survival, ATPlite luminescence; 100% = ROCK inhibitor wells, 0% = DMSO | 0.044% of 360,000 active | AID 602274; in the data active means survival enhancement above about 18%;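 further: cells exposed to compounds for 16 hours before the ATP read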
H9c2 protect: modulators protecting cardiomyocytes from myocardial damage; H9c2 cardiomyocytes, H2O2 injury protection, ATPLite, 2 h; protection from H2O2 cell death, % at 20 µM; 0.63% of 360,000 active;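 active means compounds giving at least 50% protection of heart cells from peroxide-induced death in the single-dose screen, raw or plate-pattern-corrected value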;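 further: 0% = DMSO wells with peroxide and 100% = DMSO wells without peroxide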
Peg3 prom inh: Peg3 promoter activity inhibition; HeLa PEG-Prom luciferase reporter, luminescence, overnight; inhibition, % at 20 µM; 1.7% of 360,000 active; AID 588405;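 active means inhibition of at least 50% at 20 µM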
PDI turbidity: blocks human protein disulfide isomerase activity. PDI insulin aggregation turbidity, A650, 90 min. P07237. inhibition, % at 10 µM. 0.052% of 350,000 active. AID 588391;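 active means mean inhibition across replicates of 30% or more, whatever share of single replicates reach that level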;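 further: absorbance from insulin aggregation driven by PDI reduction with DTT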
Active calls of the source: *; x = not tested or not shown; & = joins results of further samples.

The first 6 compounds, ahead of the listing:
#1 CC(C)Cn1c(N)c(C(=O)COC(=O)c2cc(F)cc(F)c2)c(=O)n(C)c1=O
#2 COCCOC(=O)c1c(C)oc2ccc(OCc3cc(C(=O)OC)oc3C)cc12
#3 CCOC(=O)CN1C(=O)CN(c2ccc(C)c(C)c2)C1=O
#4 COc1ccc(C(=O)NNC(=O)C23CC4CC(CC(C4)C2)C3)c(OC)c1
#5 Cc1ccc(N2C(=O)C(F)(F)C2c2ccccc2)cc1 (stereo unspecified)
#6 CN(N)c1nc2ccccc2nc1C(F)(F)F

Assay by compound	1	2	3	4	5	6
Shn3 3UTR inh	14	7&0	-15	-21	7	-3
NR2E3 ag-1	11	15	-20	-42	-1	-14
CaV13 FRET inh	-6	-6	-5	-3	6	-4
m5-HT2A agonist	5	-2	2	1	6	1
HIF-2a inh	23	-9	-15	-34	9	11
NR2E3 ag-2	-1	1	-2	-3	3	0
MITF TRPM1 inh	-7	0	-6	-4	4	10
iPSC survival up	0.7	-3.9	-1.1	-0.3	0.0	0.7
H9c2 protect	-13	4	-1	4	-4	-2
Peg3 prom inh	5	2	-33	-34	-6	1
PDI turbidity	3	-4	2	2	-3	-15

Results (from the top)
#1 CC(C)Cn1c(N)c(C(=O)COC(=O)c2cc(F)cc(F)c2)c(=O)n(C)c1=O
#2 COCCOC(=O)c1c(C)oc2ccc(OCc3cc(C(=O)OC)oc3C)cc12
#3 CCOC(=O)CN1C(=O)CN(c2ccc(C)c(C)c2)C1=O
#4 COc1ccc(C(=O)NNC(=O)C23CC4CC(CC(C4)C2)C3)c(OC)c1
#5 Cc1ccc(N2C(=O)C(F)(F)C2c2ccccc2)cc1 (stereo unspecified)
#6 CN(N)c1nc2ccccc2nc1C(F)(F)F
#7 COc1cc(-c2nc3ccccn3c2NCC2CCCO2)ccc1O (stereo unspecified)
#8 Cc1cc(=O)oc2cc(OCC(=O)NC3(C#N)CCCCC3)ccc12

Assay by compound	1	2	3	4	5	6	7	8
Shn3 3UTR inh	14	7&0	-15	-21	7	-3	0	-10
NR2E3 ag-1	11	15	-20	-42	-1	-14	-28	-8
CaV13 FRET inh	-6	-6	-5	-3	6	-4	-5	-6
m5-HT2A agonist	5	-2	2	1	6	1	-1	8
HIF-2a inh	23	-9	-15	-34	9	11	-20	-8
NR2E3 ag-2	-1	1	-2	-3	3	0	-4	x
MITF TRPM1 inh	-7	0	-6	-4	4	10	-8	x
iPSC survival up	0.7	-3.9	-1.1	-0.3	0.0	0.7	-1.3	-0.2
H9c2 protect	-13	4	-1	4	-4	-2	5	0
Peg3 prom inh	5	2	-33	-34	-6	1	14	1
PDI turbidity	3	-4	2	2	-3	-15	-4	3

#9 CC(=O)Nc1ccc(S(=O)(=O)NCC(=O)OCC(=O)NCCc2ccccc2)cc1
#10 COC(=O)CSC1=C(C#N)C(=O)NC2(CCCCC2)S1
#11 C(=C\c1ccccc1)/CN1CCN(C(c2ccccc2)c2ccccc2)CC1
#12 c1ccc2c(c1)nc(-c1ccncc1)n1nnnc21
#13 CCOc1ccc(NC(=O)c2csc3c2CCCC3)cc1
#14 Cc1cccc(C(=O)NCc2nnc(SCC(=O)Nc3nncs3)n2C)c1
#15 CCCC(c1nnnn1C(C)(C)C)N1CCN(Cc2ccccc2OC)CC1 (stereo unspecified)
#16 c1ccc(-c2cc(N3CCCCCC3)n[nH]2)cc1

Assay by compound	9	10	11	12	13	14	15	16
Shn3 3UTR inh	46	5	28	-2	-93	-28	14	-59
NR2E3 ag-1	18	-4	12	-4	-173	26	-2	-94
CaV13 FRET inh	-12	0	-5	x	-5	-5	-7	-5
m5-HT2A agonist	3	3	2	-4	-7	-1	-1	-4
HIF-2a inh	12	8	-15	-17	-293	1	8	-250
NR2E3 ag-2	x	-1	0	4	1	5	1	1
MITF TRPM1 inh	x	2	-1	-28	x	4	-7	-2
iPSC survival up	0.7	-0.1	-2.3	-0.5	-1.2	0.8	1.8	-1.2
H9c2 protect	-8	-8	-29	23	-10	10	-5	-2
Peg3 prom inh	-7	8	-6	2	-399	8	-6	-167
PDI turbidity	3	-2	4	-2	-4	-2	2	1

#17 CNS(=O)(=O)c1cccc(C(=O)NCC2(N3CCCCC3)CCCCC2)c1
#18 Cc1c2c(nc3c(C)cccc13)OC(C)C2 (stereo unspecified)
#19 S=c1nc[nH]c2c1sc1nc(-c3ccccc3)c3c(c12)CCCC3
#20 CN1CCN(C(=O)c2ccc(N3CCCC3=O)cc2)CC1
#21 CN(C)S(=O)(=O)c1cccc(NC(=O)CSc2nnnn2-c2ccccc2)c1
#22 CCOC(=O)NC1(C(F)(F)F)NC(=O)N(C2CCCCC2)C1=O (stereo unspecified)
#23 COC(=O)c1cc(C(=O)OC)cc(-n2c(C)cc(C(=O)CC#N)c2C)c1
#24 CC[C@@H](NCCCn1cnc2c(SC)ncnc21)c1ccccc1

Assay by compound	17	18	19	20	21	22	23	24
Shn3 3UTR inh	-31	9	9	-11	7	4	6	-1
NR2E3 ag-1	-11	-4	-17	-16	15	1	-10	-7
CaV13 FRET inh	-3	x	-3	-5	-4	x	x	-6
m5-HT2A agonist	7	-3	1	2	0	-2	2	3
HIF-2a inh	8	-17	-3	3	3	-12	17	5
NR2E3 ag-2	1	5	11	0	1	-2	3	x
MITF TRPM1 inh	13	-5	-19	6	12	-2	-10	x
iPSC survival up	-0.1	-1.7	-1.6	-2.2	1.2	-1.4	1.5	-1.9
H9c2 protect	0	-2	-7	7	-9	-2	-3	3
Peg3 prom inh	16	8	7	-8	16	-3	4	-3
PDI turbidity	0	-3	0	6	-6	2	-6	-1

#25 COc1cc(/C=N/NC(=O)CCn2cnc(-c3ccccc3)c2-c2ccccc2)ccc1O
#26 CN1CCN(C(=S)NC(=O)c2ccc(-c3ccccc3)cc2)CC1
#27 CCc1ccc(CN(C)C(=O)c2cc(S(=O)(=O)N3CCOCC3)ccc2N2CCCC2)cc1
#28 Cc1cc(Cl)ccc1N(CC(=O)NCc1ccccc1)S(C)(=O)=O
#29 COc1ccc(-n2c(=S)[nH]c3[nH]ncc3c2=O)cc1
#30 Cn1ccc2cc(NC(=O)Nc3cccnc3)ccc21
#31 O=C(CCCn1c(=S)[nH]c2ccsc2c1=O)Nc1ccc2c(c1)OCCO2
#32 C=CCn1cc(C(C)=O)c(=O)[nH]c1=O

Assay by compound	25	26	27	28	29	30	31	32
Shn3 3UTR inh	-4	23	-7	3	-12	-27	11	7
NR2E3 ag-1	-49	-9	-7	9	8	-27	9	15
CaV13 FRET inh	-5	3	-6	-21	-4	-5	2	-6
m5-HT2A agonist	-1	-1	4	-1	1	0	0	4
HIF-2a inh	20	-27	21	21	17	-208	29	14
NR2E3 ag-2	3	2	-1	2	-1	3	2	-1
MITF TRPM1 inh	2	-11	-10	0	-3	-59	25	2
iPSC survival up	-0.2	-0.8	-0.5	1.2	-0.6	-1.4	0.2	-1.3
H9c2 protect	20	0	9	0	4	-28	9	4
Peg3 prom inh	53*	-11	12	15	-2	-144	40	8
PDI turbidity	6	-6	1	5	-4	8	5	7

#33 Cn1c(=O)c2cc(NC(=S)NC3CCCCC3)ccc2n1Cc1ccc(F)cc1
#34 O=C(COC(=O)c1ccc(Br)cc1)NCc1ccc(F)cc1
#35 CCCC(=O)NCC(c1cccs1)S(=O)(=O)c1ccc(C)cc1 (stereo unspecified)
#36 CCOC(=O)c1ccc([N+](=O)[O-])c(CS(=O)(=O)c2ccc(Cl)cc2)c1
#37 COc1ccc(CCC(=O)Nc2ccc(S(=O)(=O)Nc3ncccn3)cc2)cc1
#38 NC(=O)C1CCN(C(=O)c2cc(-c3ccccc3Cl)nc3ccccc23)CC1
#39 CCOc1ccc(N(CC(=O)NC2CCCC2)C(=O)c2ccc(C)s2)cc1
#40 Cc1ccc(F)cc1-c1cc(C(=O)NCc2cc(C(F)(F)F)cc(C(F)(F)F)c2)[nH]n1

Assay by compound	33	34	35	36	37	38	39	40
Shn3 3UTR inh	33	14	11	16	1	-6	15	-14
NR2E3 ag-1	37	6	9	-24	-9	15	-12	-16
CaV13 FRET inh	-8	9	-7	-2	-5	-6	-4	-5
m5-HT2A agonist	-2	0	0	-7	2	0	1	-1
HIF-2a inh	-19	16	2	11	5	22	3	4
NR2E3 ag-2	x	-3	3	2	4	x	-1	x
MITF TRPM1 inh	x	1	-9	1	-10	13	-6	x
iPSC survival up	-2.2	2.0	-0.4	-0.6	-0.4	-2.7	-0.3	-0.2
H9c2 protect	-17	-2	0	-4	3	4	0	-11
Peg3 prom inh	8	6	-7	17	-5	11	9	13
PDI turbidity	8	0	-1	2	-3	-6	10	19

#41 COc1c(O)cnn(-c2ccccc2)c1=O
#42 COc1ccc(OC)c(CCNC(=O)CCc2nnc3ccc(N4CCCCC4)nn23)c1
#43 O=C(O)C1CCC(=O)N(C2CCCCC2)C1c1ccccc1Cl (stereo unspecified)
#44 COc1ccc(CC2(CO)CCN(Cc3cccc(OC)c3OC)CC2)cc1
#45 CC(C)C[C@@H](CO)N(Cc1ccccc1)S(=O)(=O)N(Cc1ccccc1)[C@@H](CO)CC(C)C
#46 CCn1c(CC(=O)Nc2ccccc2C)nnc1SCC(=O)Nc1nncs1

Assay by compound	41	42	43	44	45	46
Shn3 3UTR inh	-28	-2	-2	10	90*	-6
NR2E3 ag-1	12	-7	-6	-5	6	-6
CaV13 FRET inh	-4	-5	-15	3	x	-4
m5-HT2A agonist	3	-3	0	0	1	4
HIF-2a inh	17	12	21	8	13	13
NR2E3 ag-2	1	-1	5	0	0	5
MITF TRPM1 inh	-11	-8	5	-9	13	-9
iPSC survival up	-0.8	1.6	-0.3	-0.4	-2.0	1.3
H9c2 protect	-2	-1	-1	1	-31	15
Peg3 prom inh	10	0	-3	0	85*	6
PDI turbidity	2	14	3	-1	-7	5
